TbMetRS inhib: Trypanosoma brucei MetRS inhibition | purified T. brucei MetRS, ATP depletion, Kinase-Glo luminescence | inhibition, % at 11.9 µM | 360,000 compounds, 0.4% hits | AID 624268;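 active means inhibition above a per-plate cutoff of the control wells' mean inhibition plus 3 SD, cut at about 5.5% in these data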;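 further: 0% = DMSO wells median and 100% = median of wells with control inhibitor compound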
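Measured by: Kinase-Glo luciferase luminescence reporting remaining unconsumed ATP. Material: purified T. brucei MetRS enzyme. Doses: 11.9 µM compound single dose, 0.9% DMSO. Medium: HEPES buffer containing pyrophosphatase, BSA, spermine, DTT. Times: 15 min preincubation, 2 h reaction, all 25 °C. Reagent: methionine, ATP and bulk E. coli tRNA.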
CSN deneddyl inh: inhibitors of human CSN-mediated cullin deneddylation | Purified CSN, SCF-Nedd8-OG deneddylation, fluorescence polarization | AID 651999 | inhibition, % at 12.5 µM | 360,000 compounds, 0.38% hits;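 active means pattern-corrected inhibition above about 35%, with an unprinted fluorescence ratio check between 0.5 and 1.5, limit read from the data, passing the limit was not always enough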;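 further: 0% = enzyme with substrate and 100% = substrate without enzyme; some results filed as inactive read as strong as hits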
Target sequence (Q92905 whole entry, looked up, one chain of several): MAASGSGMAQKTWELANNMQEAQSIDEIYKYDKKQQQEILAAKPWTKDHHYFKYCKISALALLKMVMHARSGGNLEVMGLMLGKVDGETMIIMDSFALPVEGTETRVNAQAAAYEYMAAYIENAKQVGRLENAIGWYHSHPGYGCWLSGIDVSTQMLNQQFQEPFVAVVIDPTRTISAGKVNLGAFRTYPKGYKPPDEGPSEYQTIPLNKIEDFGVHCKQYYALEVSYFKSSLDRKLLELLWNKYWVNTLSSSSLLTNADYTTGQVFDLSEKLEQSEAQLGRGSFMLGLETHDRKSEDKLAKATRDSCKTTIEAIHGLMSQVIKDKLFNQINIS
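Schedule: reaction 90 min, room temperature / Assay system: HEK293T-derived human Csn5 enzyme / Input: Csn5 at 0.24 nM final / Measure: inhibition of Csn5 cleavage, % / Control set: substrate-only high control, full reaction low control / Technique: fluorescence polarization of the substrate / Buffer or medium: Tris/NaCl/DTT buffer, pH 7.5 / Reagent: SCFSkp2-Nedd8OG substrate at 10 nM final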
Scp-1 inhibitor: inhibitors of human Scp-1 phosphatase; Q9GZU7; Recombinant Scp1, phosphopeptide, malachite green phosphate absorbance; inhibition, % at 20 µM; 340,000 compounds, 0.88% hits; AID 493091;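 active means inhibition above about 50% at 20 µM, limit read from the data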;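 further: plate controls were DMSO wells with enzyme for no effect and wells lacking enzyme for full effect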
Target sequence (Q9GZU7 76-261 limits assumed): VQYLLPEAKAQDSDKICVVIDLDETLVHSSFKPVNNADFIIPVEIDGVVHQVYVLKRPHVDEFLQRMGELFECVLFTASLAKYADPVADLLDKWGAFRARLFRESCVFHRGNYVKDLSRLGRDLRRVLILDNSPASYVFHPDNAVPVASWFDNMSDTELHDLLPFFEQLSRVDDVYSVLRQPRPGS
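Times: enzyme reaction 45 min at room temperature, colour 5 min, stabilisation 30 min. Material: SCP-1 catalytic fragment, aa 76-261. Medium: Acidic Tris acetate buffer with magnesium and detergent. Signal: colorimetric free-phosphate detection, absorbance 630 nm. Read-out basis: % inhibition of SCP-1 phosphate liberation. Reagent: Phosphorylated 17-residue peptide substrate.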
SUMO1 PPI mod: alters human SUMO1 binding to SIM partners; P63165; inhibition, % at 20 µM; AID 602429; SUMO1 binding to a labelled peptide, TR-FRET, 1 h; 360,000 compounds, 0.33% hits; in the data active means inhibition above about 37%
Target sequence (P63165 whole entry, looked up): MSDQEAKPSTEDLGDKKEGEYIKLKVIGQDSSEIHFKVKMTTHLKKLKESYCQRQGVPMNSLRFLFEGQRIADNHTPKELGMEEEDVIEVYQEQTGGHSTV
LMPTP inh: LMPTP (human) inhibition; AID 651560; recombinant LMPTP-A, OMFP fluorogenic substrate, fluorescence intensity; inhibition, % at 20 µM; 360,000 compounds, 0.22% hits; P24666;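 active means compounds that cut the enzyme signal by at least half of the control window in the single-dose screen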;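 further: plate controls were DMSO wells with enzyme plus substrate for no effect and substrate without enzyme for full effect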
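test system = LMPTP-A | amount = 0.625 nM LMPTP-A final | reagent = fluorogenic phosphatase substrate OMFP at 400 µM final | incubation = 50 min at room temperature | benchmarks = no-enzyme low control, uninhibited high control | medium = Bis-Tris pH 6.0, DTT, detergent | signal = fluorescence intensity of OMFP turnover product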
STEP block: STEP (human) phosphatase inhibition; 360,000 compounds, 0.25% hits; recombinant STEP, OMFP fluorogenic substrate, fluorescence; inhibition, % at 20 µM; P54829;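 active means inhibition at 20 µM, scaled per plate between control wells, above about 37%, limit read from the data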;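 further: 0% = DMSO with enzyme and substrate and 100% = substrate only without enzyme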
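Material: STEP (striatal-enriched tyrosine phosphatase) enzyme, cell-free | Medium: 50 mM Bis-Tris pH 6.0 with 2.5 mM DTT and 0.005% Tween 20 | Read-out: Percent inhibition scaled to no-enzyme and uninhibited-enzyme controls, plate-pattern corrected | Signal: Fluorescence read at 480 nm ex / 540 nm em | Times: 20 min reaction, room temperature, in the dark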
Rpn11 block: Rpn11 (human) deubiquitinase inhibition | O00487 | human 26S proteasome, Ub4-pepOG fluorescence polarization; 20S core pre-blocked with epoxomicin | calls only at 20 µM | 360,000 compounds, 0.59% hits;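 active means inhibition at 20 µM, scaled to each plate's controls, above about 33%, limit read from the data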
Target sequence (O00487 whole entry, looked up): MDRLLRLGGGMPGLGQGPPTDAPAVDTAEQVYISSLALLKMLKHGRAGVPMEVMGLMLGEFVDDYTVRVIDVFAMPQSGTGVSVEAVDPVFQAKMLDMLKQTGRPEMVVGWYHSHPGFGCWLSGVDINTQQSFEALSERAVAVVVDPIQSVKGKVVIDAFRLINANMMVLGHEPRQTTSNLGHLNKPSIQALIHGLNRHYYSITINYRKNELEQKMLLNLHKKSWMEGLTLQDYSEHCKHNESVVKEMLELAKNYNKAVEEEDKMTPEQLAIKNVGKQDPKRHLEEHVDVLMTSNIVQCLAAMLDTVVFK
DNMT1 inh: blocks human DNA methyltransferase DNMT1; P26358; DNMT1 molecular beacon, Hinp1I cleavage, fluorescence; inhibition (reported as % activation of signal), % at 10 µM; 360,000 compounds, 0.83% hits; AID 588458; in the data active means inhibition above about 50%
NadD inh: blocks S. aureus nicotinate mononucleotide adenylyltransferase; purified NadD enzyme, colorimetric absorbance read-out; inhibition, % at 20 µM; 360,000 compounds, 0.78% hits; AID 602399; in the data active means inhibition above about 26%; further: some compounds past the cut are filed as inactive
MsrA inhibitor: inhibits bovine methionine sulfoxide reductase A. purified bovine MsrA, absorbance read-out. inhibition, % at 15.5 µM. 360,000 compounds, 0.75% hits; in the data active means inhibition above about 4.5%;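 further: 0% = vehicle wells with enzyme and 100% = reference inhibitor wells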
* hit, by the source's call; i = inactive; x = no result given; & = joins results of further samples.

SMILES	TbMetRS inhib	CSN deneddyl inh	Scp-1 inhibitor	SUMO1 PPI mod	LMPTP inh	STEP block	Rpn11 block	DNMT1 inh	NadD inh	MsrA inhibitor
CCCc1ccc(C2C3=C(CC(C)(C)CC3=O)NC3=C2C(=O)c2ccccc23)cc1 (stereo not drawn)	-0.8	2	-7	-25	4.4	0	i	-10	13	0.3
COC(=O)c1ccc2c(=O)n(Cc3ccc4c(c3)OCO4)c(=S)[nH]c2c1	0.0	5	-7	-8	-2.2	-2	i	-2	2	-0.1
O=C1C=C(c2cccc(O)c2)CCC1	-0.3	-3	-3	-3	-0.7	-4	i	1	-1	-0.2
COc1ccc(CC(NC(C)=O)C(=O)NC2CCN(c3nc(C)cc(C)c3C#N)CC2)cc1OC (stereo not drawn)	-1.0	4	-3	-2	0.3	2	i	-4	2	-0.2
C[C@@H]1CN([C@H](C)CO)C(=O)CCCn2cc(nn2)CO[C@H]1CN(C)S(=O)(=O)c1cccs1	-0.9	-5	x	1	-1.0	-2	i	5	0	0.7
Cc1nc(-c2cccc3ccccc23)ccc1C(=O)O	-1.1	1	3	-3	-1.6	1	i	3	1	-0.5
Cc1ccc(S(=O)(=O)N2CCOCC2)cc1C(=O)Nc1cccc(S(=O)(=O)N2CCCC2)c1	0.0	-2	1	-3	1.8	4	i	-1	-1	0.2
Nc1nonc1-n1nnc(C(=O)N/N=C/c2ccccc2F)c1CN1CCc2ccccc21	0.8	2	-5	2	4.0	0	i	-13	25	2.9
CCN(CC)S(=O)(=O)c1ccc(N2CCCCC2)c(NC(=O)/C=C/c2cc(OC)c(OC)c(OC)c2)c1	0.1	-18	6	0	4.8	6	i	-12	8	4.2
COc1ccc2nc(NC(=O)c3sc4nc(C)cc(C)c4c3N)sc2c1	-0.5	0	-13	10	0.6	5	i	-10	-7	-0.4
O=S(=O)(NCc1nnc2c(C(F)(F)F)cc(Cl)cn12)c1ccccc1	-0.9	1	-16	-8	-1.6	-3	i	1	-11	0.0
Cn1nc(C(C)(C)C)cc1C(=O)N1CCCC(C)(C(=O)NS(=O)(=O)C2CC2)C1 (stereo not drawn)	0.1	1	x	3	-2.1	3	i	1	-2	-2.1
CSc1ccccc1NC(=O)c1noc2c1CCC2	-0.6	16	63*	6	8.8	5	i	81*	6	-0.9
O=C(NCCCc1ccncc1)C1CCC(=O)N(Cc2cccc(C(F)(F)F)c2)C1 (stereo not drawn)	-0.5	-1	-3	-5	-0.2	-1	i	3	2	0.7
O=C(O)c1ccc(-c2ccccc2C(F)(F)F)o1	-0.2	0	-5	-3	-0.6	0	i	3	1	-0.2
Cc1nc2ccccc2c(=O)n1N(c1ccccc1)c1ccccc1	-0.2	4	-4	2	1.2	2	i	-2	3	0.4
c1ccc(-c2[nH]ncc2-c2nc3ccccc3[nH]2)cc1	-0.7	3	0	-2	-4.3	-1	i	2	-1	0.5
COc1ccc(NC(=O)c2sc(NC(=O)C3CC3)nc2C)cc1	-1.1	3	-2	6	-1.1	1	i	1	-4	-0.8
NC(=O)CSc1nc(-c2ccccc2Cl)ns1	-0.5	-2	-1	-1	-0.2	-3	i	-1	-3	0.1
CC(=O)Nc1cc(NC(C)=O)cc(C(=O)OCC(=O)N(c2ccccc2)C2CCS(=O)(=O)C2)c1 (stereo not drawn)	0.0	-3	21	9	7.6	1	i	8	4	0.0
CCn1c(COc2ccccc2)nnc1SCC(=O)NC1CC1	-0.6	2	4	1	-1.2	-2	i	0	0	0.3
Cc1ccc(N2C(=O)CC(Cn3nc(C)cc3C)C2=O)cc1 (stereo not drawn)	-1.5	3	-3	-2	-0.8	-2	i	-1	-5	-0.8
Cc1ccc2c(c1)c1nc3ccccc3nc1n2C	-0.3	-7	-3	-6	0.9	2	i	8	-1	1.0
Cc1nn2c(nc1=O)NNC2(C)C(C)(C)C (stereo not drawn)	-0.6	3	-8	1	-2.0	-1	i	-4	-5	-0.4
CN(CC(=O)NCc1ccc(Cl)cc1)S(=O)(=O)c1cccs1	-0.3	3	-4	5	0.0	0	i	2	-6	0.4
CCOC(=O)C1CCN(Cc2cnc(Oc3ccc(C(C)(C)C)cc3)s2)CC1	-0.1	1	-8	0	-1.0	1	i	4	-4	0.1
O=C(Cn1cc([N+](=O)[O-])cn1)NCCc1nc2ccccc2[nH]1	0.5	-1	-10	-2	-1.4	1	i	-1	-11	-0.6
O=C(CN1C(=O)CC(c2ccccc2)S(=O)(=O)c2ccccc21)NC1CCCC1 (stereo not drawn)	-0.4	5	-4	4	-1.4	-5	i	-1	8	-0.6
CC(=O)C1=C(O)C(=O)N(Cc2ccco2)C1c1ccc2c(c1)OCO2 (stereo not drawn)	0.4	1	3	-1	-0.1	0	i	4	3	2.3
NC(=O)CCS(=O)(=O)c1ccccc1	-0.1	1	0	2	-1.2	0	i	0	-2	0.4
Cc1ccc2c(CC(=O)NNC(=O)c3ccccc3O)coc2c1	-0.4	1	-3	10	0.5	-1	i	-3	-4	0.0
Cc1ccc(C(=O)Nc2nc(=O)[nH]s2)cc1	-0.2&-0.3	-20&-22	-5&-5	-1&1	-0.6&1.1	0&2	i	2&1	-4&-1	1.7&0.3
CC1(C(=O)NS(=O)(=O)c2ccc(Cl)cc2)CCN1C(=O)CC1CC1 (stereo not drawn)	0.3	-1	x	10	-2.7	8	i	4	5	-0.1
COc1cccc(CNC(=O)c2ccc(N3CCOCC3)c([N+](=O)[O-])c2)c1	-0.4	2	-6	-31	0.2	-1	i	1	-5	0.2
COC(=O)c1cc(NC(=O)CSc2nc(C)cc(=O)[nH]2)cc(C(=O)OC)c1	-1.0	-2	-4	5	-0.6	-4	i	0	7	-0.3
CCOC(=O)C1CCN(C(=O)C(=O)N2CCC(C(=O)OCC)CC2)CC1	0.7	1	-5	1	-1.3	2	i	-2	1	0.5

Pulled by compound from above:
SMILES	TbMetRS inhib	CSN deneddyl inh	Scp-1 inhibitor	SUMO1 PPI mod	LMPTP inh	STEP block	Rpn11 block	DNMT1 inh	NadD inh	MsrA inhibitor
CN(CC(=O)NCc1ccc(Cl)cc1)S(=O)(=O)c1cccs1	-0.3	3	-4	5	0.0	0	i	2	-6	0.4
O=C(Cn1cc([N+](=O)[O-])cn1)NCCc1nc2ccccc2[nH]1	0.5	-1	-10	-2	-1.4	1	i	-1	-11	-0.6
CC1(C(=O)NS(=O)(=O)c2ccc(Cl)cc2)CCN1C(=O)CC1CC1 (stereo not drawn)	0.3	-1	x	10	-2.7	8	i	4	5	-0.1

More records:
SMILES	TbMetRS inhib	CSN deneddyl inh	Scp-1 inhibitor	SUMO1 PPI mod	LMPTP inh	STEP block	Rpn11 block	DNMT1 inh	NadD inh	MsrA inhibitor
O=C(c1cn(-c2ccccc2)nc1-c1ccccc1)n1nnc2ccccc21	-0.5	-3	-2	5	-0.3	-1	i	2	-2	-0.3
COc1ccc(C(=O)NCC(=O)OCC(=O)Nc2c(C)n(C)n(-c3ccccc3)c2=O)cc1	-0.2	-3	-18	0	-1.5	2	i	-1	-2	-1.2
CCOC(=O)C1(C)CCN1C(=O)Cc1ccc(OC)cc1 (stereo not drawn)	-0.1	2	x	-4	-1.6	-3	i	1	-8	0.1
COc1ccccc1N(C)S(=O)(=O)c1ccc(C(=O)OCC(N)=O)cc1	0.1	-4	3	2	-0.1	1	i	-2	-4	0.2
Oc1ccccc1N1CCN(CC(O)COCc2ccccc2Cl)CC1 (stereo not drawn)	-0.8	5	-7	2	1.1	0	i	-11	-13	-0.2
Cc1cc(NC(=O)c2cc(-c3cccs3)on2)no1	-1.0	0	3	-2	0.1	-1	i	6	0	x
CCC1Oc2ccccc2N(CC(=O)N2CCOCC2)C1=O (stereo not drawn)	-0.3	-4	-2	4	-0.2	-3	i	0	-5	-0.8
Cc1ccc(S(=O)(=O)N2CCOCC2)cc1C(=O)NC1CCCCCC1	-0.3	2	-4	-2	0.8	-1	i	2	-2	-0.6
CC(=O)N1c2ccccc2NC2=C(C(=O)CC(C)(C)C2)C1c1cccn1C (stereo not drawn)	0.1	-10	-6	-2	-0.9	2	i	0	-1	2.4
CN(C)CCCNC(=O)c1cc(Br)ccc1Cl	-0.6	-8	-8	-1	-9.1	2	i	-1	10	0.6
O=C1NC[C@@H](CCCCN2C[C@H](Cc3ccccc3)N(CCC3CCCCC3)C(=O)C2=O)N(CC2CCCCC2)C1=O	-2.2	0	x	9	1.5	x	x	x	25	0.3
NC(=O)C1CCCN(Cc2c(C(=O)N3CCc4ccccc4C3)nc3ccc(Cl)cn23)C1 (stereo not drawn)	-0.4	-2	1	7	0.6	0	i	-1	-2	1.2
Cc1csc(=N)n1-c1ccc(Cl)cc1	0.1	-2	-4	-3	0.3	0	i	-13	5	-0.8
CCCCNC(=S)N1CCN(C(c2ccccc2)c2ccccc2)CC1	0.0	-7	-6	-3	4.0	0	i	-1	-2	0.4
CC(C)(C)c1ccc(C(=O)NNc2cc(N3CCOCC3)nc(N3CCOCC3)n2)cc1	-0.7	-1	-10	-1	0.8	-2	i	-14	-7	-1.2
COc1ccc(CNC(=O)COC(=O)Cc2ccc(Cl)cc2Cl)cc1	-0.1	-1	9	-2	0.8	-1	i	-2	-12	-0.5
COc1ccc2c(c1)[C@H]1[C@H](CO2)[C@H](c2ccccc2)[C@]2(C)C(=O)Nc3ccc(F)cc3C(=O)N12	0.2	-4	-4	-1	2.9	-1	i	0	5	0.7
Cc1ccc(C)c(S(=O)(=O)N2CCCOC2CNC(=O)C(=O)NC2CC2)c1 (stereo not drawn)	0.0	-1	-13	2	-0.9	0	i	2	-2	-0.5
CCc1ccccc1NC(=O)CSc1nnc([C@@H]2CCCN2C(=O)OC(C)(C)C)o1	-0.2	-1	0	0	-0.2	3	i	8	5	-1.6
COc1ccc2c(c1)N(S(=O)(=O)c1ccccc1)CCC2=O	-0.4	1	-12	-1	-0.5	2	i	-1	1	0.8
CCNC(=O)NC(=O)COc1ccccc1C#N	-0.6	3	-6	1	-0.5	-2	i	1	2	-0.1
Cc1nc(Nc2ccccc2)c2oc3ccc(Cl)cc3c2n1	-0.6	6	-12	-9	0.4	-1	i	2	1	-0.9
COc1cc(OC)c(OC)cc1CN1CCN(Cc2ccc(SC)cc2)CC1	0.8	-6	-5	0	-1.4	1	i	1	-8	2.9

Screening data as filed in PubChem.
